# High-throughput results: PubChem, National Center for Advancing Translational Sciences (NCATS)
# TCR act = Activators of T cell receptors: qHTS campaign; primary human leukocytes, anti-CD3, IL-2 HTRF, 48 h; Potency, µM (top dose mostly 9.22 µM), for inactives: at the top dose activation of IL-2 secretion, usual class: activators; 330,000 tested, under 10 active; AID 504894, 2011; note: % of control where 0% means no effect
#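 Using a-CD3 beads without co-stimulation, primary human leukocytes were exposed to compounds for 48 hr. An HTRF IL-2 kit measured the cytokine, with europium-to-d2 energy transfer producing emission at 665nm upon 320nm excitation.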
# KCNH2 3.1 inh = qHTS for Inhibitors of KCHN2 3.1: Mutant qHTS. Potassium voltage-gated channel subfamily H member 2, brain isoform KCNH2 3.1 (human). U2OS KCNH2 3.1, thallium flux FluxOr; stronger effect = lower value. activity change, % (tested at about 1.8 µM). 340,000 tested, 0.95% active. AID 720553, 2013;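 active = maximum activity change below -70%; inconclusive = maximum activity change from -70% to -50%; inactive = maximum activity change above -50%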;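 note: thallium influx rate constant from kinetic fluorescence after stimulation buffer; % is set by controls: 0 for no effect and ±100 for the full control effect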
#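 FluxOr-based Tl+ influx in U2OS cells transduced with KCNH2 3.1 virus; rate constants normalized to DMSO controls.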
# A-T KAP1 phos = qHTS Assay for Identifying a Potential Treatment of Ataxia-Telangiectasia; […] A-T fibroblasts, KAP-1 phosphorylation AlphaLISA; neocarzinostatin DNA damage 30 min before lysis; Potency, µM (doses to about 57.5 µM), for the others: at the highest dose activation, actives largely listed as activators; 320,000 tested, 0.19% active; AID 485349, 2010; note: potency is the fitted concentration of half-maximal effect; % of control where 0% means no effect; nearly all actives have a fitted effect of over 45% in size
#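 ATM-like activity read as KAP-1 phosphorylation via AlphaLISA donor/acceptor antibody pairs after lysis and 6 hr at 25C. Cells were ATM-null patient fibroblasts ([…], hTERT), dosed 60 min, then exposed to the DSB inducer NCS for 30 min.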
# KCNH2 WT inh = qHTS for Inhibitors of KCHN2 3.1: Wildtype qHTS; U2OS, BacMam KCNH2, thallium flux FluxOr; stronger effect = lower value; activity change, % at 1.84 µM; 340,000 tested, 0.37% active; AID 720551, 2013;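 active = maximum activity change below -70%; inconclusive = maximum activity change between -70% and -50%; inactive = maximum activity change above -50%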; note: % is set by controls: 0 for no effect and ±100 for the full control effect
#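 U2OS cells were transduced with wild-type KCNH2 virus (2.03 x 10^8 / mL) for 4 h at room temperature, then cultured overnight at 37 C. Thallium flux was read with FluxOr dye. Rate constants were normalized to DMSO controls.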
# Mito fusion yeast = qHTS Assay for Small Molecule Inhibitors of Mitochondrial Division or Activators of Mitochondrial Fusion; S. cerevisiae fusion-defective mutant growth rescue, CellTiterGlo 48 h; Potency, µM (series often up to 46.1 µM), for the others: top-dose growth rescue (activation), most hits filed as activators; 320,000 tested, 0.23% active;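 note: potency is the fitted concentration of half-maximal effect; % of control where 0% means no effect; nearly all actives have a fitted effect of over 45% in size; temperature-sensitive fusion mutants such as fzo1-1 at 37 °C on non-fermentable ethanol glycerol medium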
#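 Temperature-sensitive fusion-defective S. cerevisiae (e.g. fzo1-1, mgm1-5) were grown with compound in YPEG medium (3% ethanol, 3% glycerol) for 48 hours at 37C. Growth rescue was measured as viability by CellTiterGlo luminescence after 10 minutes at ambient.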
# Eya2 phos inh = qHTS Assay for Inhibitors of the Phosphatase Activity of Eya2; Protein phosphatase EYA2 (Homo sapiens), O00167; recombinant Eya2, OMFP fluorescence dephosphorylation (OMFP is methylfluorescein phosphate); Potency, µM (doses to about 76.9 µM), without a hit: at the highest dose activity, negative = inhibition, actives largely listed as inhibitors; 330,000 tested, 0.006% active; note: potency is the fitted concentration of half-maximal effect; % is set by controls: 0 for no effect and ±100 for the full control effect
#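 Eya2 protein (added as 0.2 uM solution) was preincubated with compound for 10 min at ambient temperature in 50 mM HEPES pH 7.5, 50 mM NaCl, 5 uM MgCl2, 0.05% BSA, 1 mM DTT. OMFP (added at 50 uM) then reacted 10 min; fluorescence read at 485/525 nm.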
# ELG1 DNA repair = qHTS screen for small molecules that inhibit ELG1-dependent DNA repair in human embryonic kidney (HEK293T) cells expressing luciferase-tagged ELG1; Potency, µM (highest dose often 46.1 µM), inactives show top-dose activity change, negative = inhibition, most hits filed as inhibitors; HEK293T ELG1-luciferase reporter, luminescence, 16 h; DNA damage induced by 5-fluorouridine; 330,000 tested, 2.3% active; note: potency is the fitted concentration of half-maximal effect; % is set by controls: 0 for no effect and ±100 for the full control effect; nearly all actives have a fitted effect of over 55% in size
#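 In this reporter screen, reduction of luminescence relative to DMSO vehicle indicated activity. Compounds and 5-fluorouridine were added together to 2,000 cells per well, incubated for 16 hr at 37 °C, then developed with ONE-Glo.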
# TSHR antagonist = Antagonists of the Thyroid Stimulating Hormone Receptor: HTS campaign; 330,000 tested, 0.2% active; Thyrotropin receptor (Homo sapiens), P16473; AID 504810, 2011; activity change, negative = inhibition, % at 11.5 µM; TSHR-expressing cells, TSH-stimulated cAMP HTRF, 2 h; stronger effect = lower value;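 active = activity change below a set negative limit, meaning inhibition stronger than a set level, cut at about -70% in these data; inconclusive = activity change between two set negative limits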; note: % is set by controls: 0 for no effect and ±100 for the full control effect
#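 Cell-based HTRF cAMP assay; TSHR cells + compound, TSH EC80 (4nM final), 2 h, 37 deg C. Lysis with anti-cAMP cryptate and cAMP-d2, 30 min RT, read 665/620 nm.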
# USP2a inh = qHTS Assay for Inhibitors of Ubiquitin-specific Protease USP2a Using CHOP2 as the Reporter. USP2 core, Ub-CHOP2 coupled fluorogenic reporter, 485/531. Potency, µM (series often up to 38.3 µM), without a hit: at the top dose activity change, negative = inhibition, actives largely listed as inhibitors. 330,000 tested, 0.01% active;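 note: potency is the fitted concentration of half-maximal effect; plate controls were DMSO wells for no effect and full inhibition by NEM control for full effect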
#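 USP2 core (10nM final) preincubated 30min RT with compound in 20mM Tris-HCl pH 8.0, 2mM CaCl2, 2mM beta-mercaptoethanol, 0.05% CHAPS; 25nM Ub-CHOP2 plus 25nM reporter substrate added, fluorescence (Ex485/Em531) read after 60min.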
# TRPV1 agonist = HTS Assay for Compounds that Act as Agonists of the Vanilloid Receptor 1; activation, % at 8.33 µM; Transient receptor potential cation channel subfamily V member 1 (Homo sapiens), Q8NER1; TRPV1-expressing cells, Fluo-8 calcium influx, agonist mode; 320,000 tested, 0.19% active; AID 540275, 2011; in the data active = activation above about 80%; inconclusive = between about 30% and that limit; note: 0% is about no effect
# Target sequence (Q8NER1 whole entry, looked up): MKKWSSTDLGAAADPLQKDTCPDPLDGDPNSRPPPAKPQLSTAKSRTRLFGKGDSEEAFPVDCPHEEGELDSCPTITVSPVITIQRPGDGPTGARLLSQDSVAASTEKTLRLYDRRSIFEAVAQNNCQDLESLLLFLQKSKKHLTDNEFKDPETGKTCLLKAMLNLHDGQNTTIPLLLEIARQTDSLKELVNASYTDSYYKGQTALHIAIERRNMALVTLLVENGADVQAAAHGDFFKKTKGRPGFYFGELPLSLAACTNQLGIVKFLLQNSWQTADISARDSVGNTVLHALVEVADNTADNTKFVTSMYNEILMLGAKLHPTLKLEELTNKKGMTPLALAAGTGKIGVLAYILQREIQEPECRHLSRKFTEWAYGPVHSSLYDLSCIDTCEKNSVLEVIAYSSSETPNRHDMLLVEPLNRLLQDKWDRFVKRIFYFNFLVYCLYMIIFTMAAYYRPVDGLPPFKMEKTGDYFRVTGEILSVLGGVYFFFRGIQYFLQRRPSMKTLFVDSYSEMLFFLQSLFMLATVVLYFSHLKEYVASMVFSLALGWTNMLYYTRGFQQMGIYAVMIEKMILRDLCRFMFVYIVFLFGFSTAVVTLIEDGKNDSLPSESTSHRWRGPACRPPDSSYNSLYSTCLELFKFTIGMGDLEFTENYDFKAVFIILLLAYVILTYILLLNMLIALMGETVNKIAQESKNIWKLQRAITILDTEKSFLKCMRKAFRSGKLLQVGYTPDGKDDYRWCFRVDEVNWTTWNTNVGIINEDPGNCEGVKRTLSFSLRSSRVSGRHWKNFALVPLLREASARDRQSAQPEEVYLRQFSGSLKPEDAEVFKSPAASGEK
#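 Cells expressing TRPV1 were dye-loaded with Fluo-8 and read kinetically: 10 s baseline, 3 min after compound (agonist portion), then 2 min after EC20 capsaicin (allosteric enhancer portion). Calcium-bound dye fluorescence at 480/520 nm.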
# An asterisk follows results filed as active; ? = inconclusive; nt = no result given; [ ] = dose if it differs, or a comment. Unless noted, calls come from the whole dose curve; as a rule, active = well fitted curve in the direction sought with a large enough effect; inconclusive = small, poorly fitted or top-dose-only effect, or another doubt; inactive = no such curve, though single readings can be large; an effect the other way counts as inactive or inconclusive. These rows are one share of the data; rates above refer to the full screens.
SMILES,TCR act,KCNH2 3.1 inh,A-T KAP1 phos,KCNH2 WT inh,Mito fusion yeast,Eya2 phos inh,ELG1 DNA repair,TSHR antagonist,USP2a inh,TRPV1 agonist
O=C(N/C(=C\c1cccc(Br)c1)C(=O)N1CCOCC1)c1ccco1,-6%,4,11%,6,3%,-7%,-7%,0,-5%,1
CC(=O)Nc1ccc(S(=O)(=O)Nc2c(NC3CCCCC3)c3ccccc3oc2=O)cc1,-2%,-2,5%,8,-13%,11%,0%,-89*,0%,-3
O=C(Nc1ccccc1)c1ccn[nH]1,2%,0,0%,-7,7%,9%,?,-5,-5%,-3
CCC1CCCCN1C(=O)CSc1nnc(-c2cccc(Cl)c2)o1 (stereo not drawn),7%,2,4%,3,12%,-29%,?,4,-2%,21
O=C(/C=C\Nc1ccc(S(=O)(=O)Nc2ncccn2)cc1)c1ccccc1,12%,1,5%,-4,-3%,6%,14%,-3,0%,-2
C=CCOc1c2ccc(C(=O)NCCc3ccc(C)cc3)cc2nn1C,-2%,-1,1%,0,0%,24%,1%,-7,1%,-2
Cc1ccn2cc(CNS(=O)(=O)c3ccc(Cl)s3)nc2c1,5%,-12,16%,8,0%,1%,0%,5,0%,nt
COc1ccccc1CNC(=O)COC(=O)/C=C/c1cccs1,1%[46.1 µM],-5,-2%,1,0%,6%,-5%,5,-1%,10
c1cc(C(c2nnnn2C2CCCC2)N2CCOCC2)ccn1 (stereo not drawn),1%,-1,-4%,9,-7%,6%,7%,4,0%,1
Cc1ccc(C(=O)N/C(=C\c2ccco2)C(=O)NCCN2CCOCC2)cc1,8%,17,5%,-5,8%,-2%,15%,-3,0%,-1
COc1cnc(SC(C)C)[nH]c1=O,7%,14,-10%,-3,0%,1%,12%,-12,0%,-4
Cc1cc(NC(=O)c2ccc(S(=O)(=O)N3CCOCC3)cc2)no1,3%,7,-6%,-3,0%,1%,-3%,2,0%,10
CCC(=O)Nc1ccc(C(=O)N/N=C/c2cc(Br)c(OC)cc2OC)cc1,12%[46.1 µM],34,3%,-9,-2%,-11%,?,-12,3%,?
COc1cccc(N=Nc2c(N)[nH][nH]c2=O)c1,-6%[46.1 µM],2,-18%,-8,1%,-8%,?,-11,4%,7
Cc1ccc(NC(=S)NCCCN2CCOCC2)cc1,-6%[46.1 µM],13,4%,2,-5%,-2%,2%,6,4%,0
CC1(C)Cc2ccccc2C(NNC(=O)c2cccnc2)=N1,-3%[46.1 µM],-1,1%,-5,-3%,-2%,?,7,1%,0
CCOC(=O)C1CCN(CC(=O)Nc2ccc(S(=O)(=O)N3CCC(C)CC3)cc2)CC1,-3%,7,-9%,5,7%,4%,?,3,3%,0
Cc1ccc(C=Nc2cccnc2N)cc1,1%[46.1 µM],2,-1%,7,1%,17%,?,5,?,8
Cc1nc2ccc(CCO)cc2s1,3%[46.1 µM],3,-1%,5,-1%,3%,17%,7,1%,0
COc1ccc(C(=O)N2CC3(CC(c4cccc(NC(=O)COc5ccc(Cl)cc5)c4)=NO3)C[C@@H]2C(N)=O)cc1 (stereo partly drawn),-3%,-20,-29%,3,15%,5%,?,-1,1%,0
Cc1cc(N)n2nc(C)c(-c3ccccc3)c2n1,nt,-2,4%,2,-5%,7%,6%,2,-7%,-5
COc1ccc(NC(=O)c2cccnc2N2CCCCC2)cc1,10%[46.1 µM],18,9%,3,13%,9%,-4%,0,0%,6
O=C(Nc1ccc(C(F)(F)F)cc1)C1CCCN1S(=O)(=O)c1cccc2cccnc12 (stereo not drawn),-5%,-9,-5%,45,7%,-24%,21µM*,-3,1%,0
CN(C)c1ccc(-n2cccc2/C=C2/SC(=Nc3ccc(F)cc3)NC2=O)cc1,-2%,-5,-3%,-15,1%,-5%,24%,15,1%,-1
COc1ccc(NC(=O)CC2SC(N3CCCC3)=NC2=O)cc1Cl (stereo not drawn),3%,3,6%,1,nt,-6%,2%,nt,5%,nt
Cc1ccc(NC(=O)NNS(=O)(=O)c2ccc(Br)cc2)cc1,4%,3,3%,1,0%,4%,-2%,2,-1%,8
Cc1n(N)c2ccccc2[n+]1CC(=O)c1ccccc1,2%,4,-1%,3,4%,-1%,-17%,-1,0%,-1
CCCOc1ccc(-c2nc(OC)c3ccccc3n2)cc1,1%,12,23%,20,-4%,3%,?,7,3%,1
CCOc1ccccc1/C=C(\C(=O)O)c1ccc(S(=O)(=O)N2CCCCC2)s1,-4%,17,-17%,4,nt,6%,2%,nt,-1%,nt
CC(C)CNC(=O)C1CCCN1S(=O)(=O)c1ccc(Cl)cc1 (stereo not drawn),-3%,-6,nt,-11,-4%,11%,-1%,nt,-5%,0
O=C(Nc1ccc2c(c1)OCO2)C1CCN(C(=O)CSc2ncnc3ccccc23)CC1,5%,-6,-5%,6,0%,4%,?,17,3%,81*
O=C(Nc1cccnc1)C1CCC(CNS(=O)(=O)c2cccc3nsnc23)CC1 (stereo not drawn),-7%,8,15%,-7,-1%,4%,-14%,1,1%,30
Cc1ccc(NC(=S)N2CCN(Cc3ccccc3)CC2)c(C)c1,0%[46.1 µM],-4,12%,-2,1%,2%,9%,28,2%,-2
Cc1ccc(/C=N/NC(=O)Cc2c[nH]c3ccccc23)c(C)c1,1%,5,5%,4,-22%,19%,-3%,1,2%,?
CC(C)C[C@H](NC(=O)[C@H](Cc1ccccc1)n1c(=O)[nH]c2ccccc2c1=O)C(=O)N1CCC[C@H]1C(=O)O,-5%,7,-1%,-1,-2%,-12%,5%,8,1%,-2
CCCCCC(=O)Nc1ccc(C(=O)COC(=O)CN2C(=O)NC3(CCCC3)C2=O)cc1,4%,-4,-3%,-2,-1%,2%,29%,8,1%,13
CN1N=C(C(=O)N2CCc3c([nH]c4ccccc34)C2c2c(F)cccc2Cl)CCC1=O (stereo not drawn),-3%,-4,2%,-20,15%,-2%,?,0,-3%,0
COc1ccccc1C(=O)Nc1nnn(C)n1,nt,5,5%,2,-2%,-4%,10%,-9,-2%,2
O=C1CCC(=O)N1c1cccc(OS(=O)(=O)c2ccccc2)c1,0%[46.1 µM],-13,3%,-1,2%,5%,-10%,6,4%,0
Cc1ccc(C(=O)ON=C2CCN(c3ccc([N+](=O)[O-])cc3)CC2)cc1,-5%,-103*,-9%,-109*,18%,0%,-3%,-17,2%,2
c1ccc(-c2cn3cccnc3n2)cc1,nt,0,11%,8,0%,2%,?,9,1%,-3
CNC(=O)Nc1ccc(Cl)cc1,-3%,5,0%,6,22%,18%,28%,-3,0%,6
Cc1cc(C)cc(N2CC(O)Cn3c2nc2c3c(=O)[nH]c(=O)n2C)c1 (stereo not drawn),7%,-6,-14%,-8,4%,7%,9%,0,6%,9
O=C(NNC(=O)c1ccc(Cl)cc1Cl)c1cccs1,-2%,4,1%,-5,13%,4%,?,-7,6%,0
CCOC(=O)CN(C(=O)COc1nc(-c2ccccc2)cc(C)c1C#N)c1ccc(F)cc1,2%,-1,2%,1,-5%,-2%,13%,10,0%,?
COc1cccc(NC(=O)CSc2ccc3nnc(-c4ccncc4)n3n2)c1,-1%,2,13%,-5,2%,2%,0%,18,2%,-1
Cc1snc(S(=O)(=O)Cc2ccccc2Cl)c1C#N,-5%,-7,-1%,-7,-2%,12%,-3%,7,3%,-1
CCNC(=S)NNc1nc(N2CCOCC2)nc(N2CCOCC2)n1,nt,7,-5%,11,-2%,-1%,-10%,-6,1%,5
CCC(C)NS(=O)(=O)c1ccc(OCC(=O)Nc2ccc(F)cc2F)cc1 (stereo not drawn),-6%[46.1 µM],4,nt,8,-2%,-6%,?,-5,2%,1
CC(C)C(=O)N(Cc1ccc2c(c1)OCO2)Cc1ccccn1,-4%,4,15%,-1,3%,4%,-4%,-12,-1%,-1
Cc1nc(SC2CCOC2=O)c2c(C)c(C)sc2n1 (stereo not drawn),-10%,13,6%,-4,-11%,-4%,-7%,6,1%,4
O=C(/C=C\c1cn(-c2ccccc2)nc1-c1ccccc1)Nc1nccs1,-4%[46.1 µM],-11,-1%,-5,-5%,-4%,-5%,-4,0%,?
